Source: PubChem (National Center for Advancing Translational Sciences (NCATS))
GAA glycogen: qHTS Assay for Inhibitors and Activators of Human alpha-Glucosidase Cleavage of Glycogen; Lysosomal alpha-glucosidase (Homo sapiens), P10253; recombinant GAA, glycogen substrate, Amplex Red glucose oxidase fluorescence; Potency, µM (titrated, usually from 76.4 µM), inactives show at the highest dose activity change, negative = inhibition, usual class: inhibitors; 300,000 tested, 0.38% active; AID 2100, 2009; active = well fitted inhibition curve with a large enough effect; inconclusive = small, poorly fitted or top-dose-only effect, or another doubt; inactive = no such curve, though single readings can be large or run the other way;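 note: 0% = full enzyme reaction and -100% = no-enzyme basal signal; the screen sought inhibitors and activators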
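Recombinant human enzyme (4 nM); glycogen substrate; 37 C, 40 min, pH 5.0. Readout: coupled glucose oxidase/Amplex Red fluorescence.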
Active calls of the source: *; ? = inconclusive; & = joins results of further samples; [ ] = dose if it differs, or a comment. Potency is the fitted concentration of half-maximal effect. Only part of the results is shown (hit frequency here may not be typical).

O=C(O)COc1ccc(/C=C/C(=O)c2ccc(C3CCCCC3)cc2)cc1
  GAA glycogen: -16%

Cn1nnnc1SCCCNCc1cc(Cl)ccc1OCc1ccccc1
  GAA glycogen: -4%[76.3 µM]

Cc1cn2c(=O)c(S(=O)(=O)N3CCN(c4cc(Cl)ccc4C)CC3)c(C)nc2s1
  GAA glycogen: 3%[76.3 µM]

O=C(c1ccccc1)N1c2nc(-c3ccco3)nn2C2(CCCCC2)[C@@H]2CCCC[C@@H]21
  GAA glycogen: -12%[76.3 µM]

N#CCC(=O)Nc1ccc(C(=O)NCCc2c[nH]c3ccccc23)cc1
  GAA glycogen: -9%

Cc1cc(OCc2cc(C(=O)N3CCN(C)C(=O)[C@@H]3C)no2)cc(C)c1Cl
  GAA glycogen: -12%[76.3 µM]

COc1cccc(-c2ocnc2C(=O)Nc2ccc(N3CCOCC3)cc2N2CCOCC2)c1
  GAA glycogen: -15%[76.3 µM]

COc1cc2c(cc1OC)CN(CC(=O)Nc1ccc(F)cc1F)CC2
  GAA glycogen: 4%

COc1cc(OC)cc(C(=O)NCC(=O)N2CCN(c3ccc(O)cc3)CC2)c1
  GAA glycogen: ?

COc1ccccc1C(=O)NC(=S)Nc1ccccc1N1CCCCC1
  GAA glycogen: 0%[76.3 µM]

CCN(CC)CCNC(=O)CCc1nnc2ccc(N3CCC(C)CC3)nn12
  GAA glycogen: 0%

O=S(=O)(Nc1cccc(-c2cn3c(n2)SCC3)c1)c1ccccc1
  GAA glycogen: 8%[76.3 µM]

O=C(Nc1c2c(nn1-c1ccccc1)CS(=O)(=O)C2)c1ccccc1C(F)(F)F
  GAA glycogen: -10%[76.3 µM]

CN(Cc1ccccc1Cl)C(=O)C1CCC(=O)N(C2CCCCCC2)C1 (configuration not stated)
  GAA glycogen: -3%[76.3 µM]

COc1ccc(CNC(=O)Cn2cccc2C(=O)c2ccccc2)cc1
  GAA glycogen: 8%[76.3 µM]

Cc1cccn2cc(-c3cccc(S(=O)(=O)N4CC(C)OC(C)C4)c3)nc12 (configuration not stated)
  GAA glycogen: -12%[76.3 µM]

CCC1CCCCN1S(=O)(=O)c1ccc(NC(=O)C2CCN(C(=O)c3ccco3)CC2)cc1 (configuration not stated)
  GAA glycogen: 2%

Cc1cc(NC(=O)c2ccc(Cl)cc2)ccc1NC(=O)c1ccccc1Cl
  GAA glycogen: 0%[76.3 µM]

O=C1C2C3C=CC(C3)C2C(=O)N1Nc1ccc([N+](=O)[O-])cc1[N+](=O)[O-] (configuration not stated)
  GAA glycogen: 0%[76.3 µM]

COc1ccc(-c2cn3nc(N4CCC(C(=O)Nc5ccccc5OC)CC4)sc3n2)cc1
  GAA glycogen: -6%[76.3 µM]

O=C(O)c1ccc(OCc2ccc(C(=O)O)o2)cc1
  GAA glycogen: -1%

Cn1c(=O)c(C(=O)NCCc2ccccc2)c(O)c2ccccc21
  GAA glycogen: -11%[76.3 µM]

COc1ccccc1C(=O)NNC1=NS(=O)(=O)c2ccccc21
  GAA glycogen: -12%[76.3 µM]

COc1ccc(NC(=O)c2ccco2)cc1NC(=O)c1ccccc1
  GAA glycogen: -1%[76.3 µM]

CCN1C(=NCc2cc(OC)c(OC)c(OC)c2)N[C@@H](c2ccccc2)[C@H](C(=O)OC)[C@H]1C
  GAA glycogen: 18%&4%[76.3 µM]

COc1ccc(Cl)cc1S(=O)(=O)N1CCN(C(=O)c2cc(-c3ccc(Br)cc3)n[nH]2)CC1
  GAA glycogen: -15%[76.3 µM]

CCCn1nnnc1NCc1ccc(OC)cc1
  GAA glycogen: 2%[76.3 µM]

COc1ccc(C(=O)/C=C2/C(=O)Nc3ccccc32)cc1
  GAA glycogen: 8%

CN1CCN(c2ccc(NC(=O)c3ccco3)cc2Cl)CC1
  GAA glycogen: -10%[76.3 µM]

C=CCN(c1ccc(C(=O)NCCCn2ccnc2)cc1)S(C)(=O)=O
  GAA glycogen: 3%[76.3 µM]

Cc1cccc(-n2c(SC(C)C(=O)O)nc3sc4c(c3c2=O)CCCC4)c1 (configuration not stated)
  GAA glycogen: 0%

c1ccc(OCCCCN2CCCCC2)cc1
  GAA glycogen: 1%[76.3 µM]

COc1ccc2nc(NC(=O)c3nc(SC(C)C)ncc3Cl)sc2c1
  GAA glycogen: -2%[76.3 µM]

CCOc1ccccc1CN1CCN(CCCc2ccccc2)CC1CCO (configuration not stated)
  GAA glycogen: 2%[76.3 µM]

Cc1ccc2c(c1)N(CC(=O)N1CCCCC1C)C(=O)CO2 (configuration not stated)
  GAA glycogen: -3%

CC(C)C(=O)N1CCC(n2nccc2NC(=O)CCc2ccccc2)CC1
  GAA glycogen: -4%[76.3 µM]

COc1cccc(OC)c1C(=O)Nc1ccc(S(=O)(=O)Nc2ncccn2)cc1
  GAA glycogen: -4%[76.3 µM]

Cn1cnc2cc(NCc3ccc(Cl)cc3)ccc21
  GAA glycogen: -7%[76.3 µM]

CCOC(=O)c1c(C)[n+](-c2ccc(C)cc2)c(CC)c2cc(OC)c(OC)cc12
  GAA glycogen: -2%

CN(C)c1ncnc2sc(-c3ccccc3)cc12
  GAA glycogen: -8%[76.3 µM]

Cc1ccc(NC(=O)CSc2nncn2N)cc1C
  GAA glycogen: 3%[76.3 µM]

CC(C)c1ccc(OCC(=O)NC(C)c2ccccc2)cc1 (configuration not stated)
  GAA glycogen: 10%[76.3 µM]

O=S(=O)(c1ccc(F)c(F)c1)N1CCN(c2ccccn2)CC1
  GAA glycogen: 2%[76.3 µM]

C#Cc1ccc(CN2CCC(Oc3cc(C(=O)NC4CC4)ccc3OC)CC2)cc1
  GAA glycogen: -14%[76.3 µM]

COC(=O)C1=C(C)N(Cc2ccccc2)C(=S)N[C@H]1CCc1ccccc1
  GAA glycogen: -12%[76.3 µM]

COc1cc(/C=N/n2nnnc2N)ccc1OCC(N)=O
  GAA glycogen: 7%[76.3 µM]

Cc1c(C(=O)Nc2ccc(C(C)C)cc2)sc2nc3n(c(=O)c12)CCC3
  GAA glycogen: 6%[76.3 µM]

CC(=O)N/C(=N/c1nc(C)cc(C)n1)Nc1cccc(C)c1
  GAA glycogen: 7%

COc1ccc(S(=O)(=O)NC2CCSc3ccccc32)cc1OC (configuration not stated)
  GAA glycogen: -2%

CCN(C(=O)CN1C(=O)S/C(=C\C=C\c2ccccc2)C1=O)C1CCS(=O)(=O)C1 (configuration not stated)
  GAA glycogen: -1%[76.3 µM]

CN(C(=O)c1ccccc1Cl)c1ccccc1C(=O)NCCc1ccccc1
  GAA glycogen: -2%[76.3 µM]

CCCCN1C(=O)c2ccc(C(=O)NCc3ccco3)cc2C1=O
  GAA glycogen: -1%[76.3 µM]

COc1ccc(CP(=O)(c2ccccc2)c2ccccc2)cc1
  GAA glycogen: 19%[76.3 µM]

Cc1cc(N2CCOCC2)n2nc(C)c(-c3ccccc3Cl)c2n1
  GAA glycogen: -2%

COc1ccc(OC)c(Nc2nc(N)c([N+](=O)[O-])c(N3CCOCC3)n2)c1
  GAA glycogen: 2%

COCCCNC(=O)c1ccc(Cn2c(SCc3ccc(F)cc3)nc3cccnc32)cc1
  GAA glycogen: 15%[76.3 µM]

O=S(=O)(c1ccc(F)cc1)N1CCCc2ccccc21
  GAA glycogen: 1%[76.3 µM]

CCn1c(CSCc2ccc(C)cc2)n[nH]c1=S
  GAA glycogen: 1%[76.3 µM]

N#C/C(=C\c1ccncc1)C(=O)Nc1ccc(C(=O)O)cc1
  GAA glycogen: 6%

O=C(NCC1CCCO1)c1ccc(NC(=O)c2ccc([N+](=O)[O-])cc2)cc1 (configuration not stated)
  GAA glycogen: -9%[76.3 µM]

CC(C)CCNC(=O)[C@H](Cc1ccccc1)N1Cc2ccccc2C1=O
  GAA glycogen: -2%

COc1ccccc1NC(=O)CSc1nc(-c2ccc(C)cc2)nc2c1Cc1c(CO)cnc(C)c1O2
  GAA glycogen: 18%[76.3 µM]

O=C(NC1CCCC1)c1ccc(COc2ccccc2Br)o1
  GAA glycogen: -3%[76.3 µM]

COc1cc(Cl)c(C)cc1Nc1ncccn1
  GAA glycogen: -10%[76.3 µM]

O=S(=O)(c1ccccc1)N(Cc1cccc(F)c1)c1ccccc1
  GAA glycogen: 15%[76.3 µM]

COc1ccc(C(=O)N2CCCC(Nc3ccc(C(C)C)cc3)C2)c(OC)n1 (configuration not stated)
  GAA glycogen: 1%[76.3 µM]

Cc1ccc(CCNC(=O)c2ccc(NC3=NC4CS(=O)(=O)CC4S3)cc2)cc1 (configuration not stated)
  GAA glycogen: -1%[76.3 µM]

CC(C)c1nc2cc(Cl)ccc2n(Cc2ccccc2)c1=O
  GAA glycogen: 3%[76.3 µM]

CCOC(=O)NC(Cc1c[nH]c2ccccc12)C(=O)NCCc1ccc(S(N)(=O)=O)cc1 (configuration not stated)
  GAA glycogen: -25%

Cc1ccc(/C(N)=N/OC(=O)C(C)c2ccc([N+](=O)[O-])cc2)cc1 (configuration not stated)
  GAA glycogen: -12%[15.3 µM]

Cc1cc(-c2ccc(C)c(S(=O)(=O)N3CCN(c4ccccn4)CC3)c2)on1
  GAA glycogen: 1%[76.3 µM]

O=C(CCN1CCCCO1)N1CCCC(Nc2cccc(F)c2)C1 (configuration not stated)
  GAA glycogen: -5%[76.3 µM]

CCCn1nc(NC(=O)COC)c2cc3cc(C)ccc3nc21
  GAA glycogen: 3%

CSc1ccccc1OCc1cc(C(=O)N2CCc3c(Cl)cccc3C2)no1
  GAA glycogen: 0%[76.3 µM]

Cc1cc(=O)oc2c(C)c(OCC(=O)NCCCN3CCOCC3)ccc12
  GAA glycogen: 1%[76.3 µM]

18 structures already listed, ordered by SMILES length, low to high:
CCCn1nnnc1NCc1ccc(OC)cc1
  GAA glycogen: 2%[76.3 µM]

Cc1ccc(NC(=O)CSc2nncn2N)cc1C
  GAA glycogen: 3%[76.3 µM]

Cn1cnc2cc(NCc3ccc(Cl)cc3)ccc21
  GAA glycogen: -7%[76.3 µM]

O=C(O)c1ccc(OCc2ccc(C(=O)O)o2)cc1
  GAA glycogen: -1%

O=C(NC1CCCC1)c1ccc(COc2ccccc2Br)o1
  GAA glycogen: -3%[76.3 µM]

Cn1nnnc1SCCCNCc1cc(Cl)ccc1OCc1ccccc1
  GAA glycogen: -4%[76.3 µM]

Cc1ccc2c(c1)N(CC(=O)N1CCCCC1C)C(=O)CO2 (configuration not stated)
  GAA glycogen: -3%

CCCCN1C(=O)c2ccc(C(=O)NCc3ccco3)cc2C1=O
  GAA glycogen: -1%[76.3 µM]

COc1cc2c(cc1OC)CN(CC(=O)Nc1ccc(F)cc1F)CC2
  GAA glycogen: 4%

CN(Cc1ccccc1Cl)C(=O)C1CCC(=O)N(C2CCCCCC2)C1 (configuration not stated)
  GAA glycogen: -3%[76.3 µM]

CC(C)CCNC(=O)[C@H](Cc1ccccc1)N1Cc2ccccc2C1=O
  GAA glycogen: -2%

O=C(O)COc1ccc(/C=C/C(=O)c2ccc(C3CCCCC3)cc2)cc1
  GAA glycogen: -16%

COc1ccc(C(=O)N2CCCC(Nc3ccc(C(C)C)cc3)C2)c(OC)n1 (configuration not stated)
  GAA glycogen: 1%[76.3 µM]

C#Cc1ccc(CN2CCC(Oc3cc(C(=O)NC4CC4)ccc3OC)CC2)cc1
  GAA glycogen: -14%[76.3 µM]

Cc1cc(-c2ccc(C)c(S(=O)(=O)N3CCN(c4ccccn4)CC3)c2)on1
  GAA glycogen: 1%[76.3 µM]

O=C(Nc1c2c(nn1-c1ccccc1)CS(=O)(=O)C2)c1ccccc1C(F)(F)F
  GAA glycogen: -10%[76.3 µM]

CCN(C(=O)CN1C(=O)S/C(=C\C=C\c2ccccc2)C1=O)C1CCS(=O)(=O)C1 (configuration not stated)
  GAA glycogen: -1%[76.3 µM]

COc1ccccc1NC(=O)CSc1nc(-c2ccc(C)cc2)nc2c1Cc1c(CO)cnc(C)c1O2
  GAA glycogen: 18%[76.3 µM]

(list continues)
CCN(CC)S(=O)(=O)c1ccc(C(=O)N2CCN(C3=NS(=O)(=O)c4ccccc43)CC2)cc1
  GAA glycogen: -9%[76.3 µM]

O=C(COc1ccccc1Cl)Nc1ccc2nc(SCC(=O)N3CCCC3)sc2c1
  GAA glycogen: 8%[76.3 µM]

CCNC(=S)N(CCCO)Cc1cc2cc3c(cc2[nH]c1=O)OCCO3
  GAA glycogen: 1%[76.3 µM]

CCOc1ccc2[nH]cc(C(=O)NCCc3ccccc3)c(=O)c2c1
  GAA glycogen: -6%[76.3 µM]

Cn1nccc1NC(=O)Nc1ccccc1
  GAA glycogen: -5%

CC(C)c1ccc(-c2csc3ncnc(N4CCN(C)CC4)c23)cc1
  GAA glycogen: 6%

Cc1[nH]c(=O)c(S(=O)(=O)c2ccccc2)c(C)c1Cl
  GAA glycogen: -2%

COc1ccc(C(=O)NC2CCN(S(=O)(=O)c3ccccc3F)CC2)cc1
  GAA glycogen: 0%[76.3 µM]

O=S(=O)(NCCN1CCOCC1)c1cc(Cl)ccc1Cl
  GAA glycogen: -3%[76.3 µM]

CC(C)(CC(=O)O)CC(=O)N1CCN(c2nc3ccc(Cl)cc3s2)CC1
  GAA glycogen: -2%

COc1cccc(CNC(=O)CCCSc2ccccc2)c1
  GAA glycogen: 0%

CCc1ccccc1NC(=O)C(Cc1ccccc1)c1nn[nH]n1 (configuration not stated)
  GAA glycogen: 19%[76.3 µM]

Cc1cc(OC(C)C(=O)NCc2ccncc2)c2c(C)c(C)c(=O)oc2c1 (configuration not stated)
  GAA glycogen: 6%[76.3 µM]

O=C(Nc1ccc(F)cc1F)c1cccc(C(=O)Nc2ccc(F)cc2F)n1
  GAA glycogen: -8%[76.3 µM]
